Screens deposited in PubChem BioAssay by Sanford-Burnham Center for Chemical Genomics.
tim10-1 inh: growth inhibitors of tim10-1 mutant yeast, primary screen, luminescence, uHTS. S. cerevisiae tim10-1 ts strain growth, BacTiter-Glo, 24 h. inhibition, % at 20 µM. 330,000 compounds, 2.2% hits. AID 463190, 2010;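 active means inhibition of at least 40%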;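 further: mutant grown at 25 °C; 0% = DMSO wells with yeast and 100% = wells holding no yeast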
tim23-1 inh: growth inhibitors of tim23-1 mutant yeast, primary screen, luminescence, uHTS | AID 463212, 2010 | S. cerevisiae tim23-1 growth, BacTiter-Glo luminescence, 24 h | inhibition, % at 20 µM | 330,000 compounds, 1.3% hits;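 active means growth inhibition of the mutant yeast at or above 50%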;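 further: temperature-sensitive mutant grown at 25 °C; plate controls were DMSO-treated mutant yeast for no effect and medium wells lacking yeast for full effect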
CHOP UPR activ: activators of apoptotic CHOP UPR arm, primary screen, cell-based, CHO-CHOP luciferase reporter, luminescence, uHTS; UPR activation; percent of tunicamycin response over DMSO baseline; activation, % at 10 µM; 330,000 compounds, 0.34% hits;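 active means at 10 µM dose, activation of 40% or more, normalized to positive control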;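 further: 100% = tunicamycin at 10 µg/mL and 0% = DMSO alone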
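System: CHO-CHOP luciferase reporter cell line; amount: 500 cells/well; buffer or medium: F12 medium containing 10% fetal bovine serum; incubation: 6 h compound exposure at 37 °C after overnight seeding; measured by: luciferase luminescence after 10 min with Steady-Glo reagent; evaluation: % reporter activation, DMSO baseline versus tunicamycin full activation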
UPR XBP1 act: activators of adaptive XBP1 UPR arm, primary screen, cell-based, CHO-XBP1 luciferase reporter, luminescence, uHTS; IRE1-XBP1 UPR activation; percent of tunicamycin response, DMSO as zero; activation, % at 20 µM; 330,000 compounds, 0.33% hits;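 active means versus positive control, 20 µM dose yields 30% or more activation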;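 further: 100% = tunicamycin at 10 µg/mL and 0% = DMSO only wells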
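Assay system: IRE1-XBP1 luciferase reporter CHO line. Input: 1000 cells/well. Buffer or medium: F12 with 10% serum. Doses: 20 µM, 1% DMSO. Times: overnight seeding at 37 °C, 6 h compound treatment at 37 °C. Technique: Steady-Glo luciferase glow luminescence, 10 min after reagent addition.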
Mdm2-MdmX inh: inhibitors of human Mdm2-MdmX association, primary screen, cell-based, luminescence, split luciferase, SaOS-2, uHTS. Protein Mdm4 (Homo sapiens) + E3 ubiquitin-protein ligase Mdm2 (Homo sapiens), …. SaOS-2 split-luciferase Mdm2/MdmX complementation. inhibition, % at 8 µM. 330,000 compounds, 3% hits. AID 485346, 2010;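 active means inhibition of at least 50% at 8 µM in the primary screen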
APJ antag: antagonists of human apelin receptor APJ, primary screen, CHO-K1 cells, beta-arrestin complementation, luminescence; P35414; inhibition, % at 20 µM; 330,000 compounds, 0.32% hits;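 active means inhibition above about 40% at 20 µM, limit read from the data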;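 further: cells challenged with 10 nM apelin-13 agonist together with compound; plate controls were apelin-13 plus DMSO wells for no effect and DMSO wells lacking apelin-13 for full effect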
Target sequence (P35414 whole entry, looked up): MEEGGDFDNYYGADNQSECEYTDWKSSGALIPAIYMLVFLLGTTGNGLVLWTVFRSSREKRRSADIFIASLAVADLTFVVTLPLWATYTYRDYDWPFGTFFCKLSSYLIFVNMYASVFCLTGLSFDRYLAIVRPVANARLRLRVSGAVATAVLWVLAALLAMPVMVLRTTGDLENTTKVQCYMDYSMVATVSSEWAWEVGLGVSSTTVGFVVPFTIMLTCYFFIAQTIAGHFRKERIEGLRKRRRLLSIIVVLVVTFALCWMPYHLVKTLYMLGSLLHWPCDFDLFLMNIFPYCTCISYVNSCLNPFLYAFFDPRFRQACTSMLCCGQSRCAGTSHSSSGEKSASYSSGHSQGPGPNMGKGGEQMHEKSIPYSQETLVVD
APJ agonist: agonists of human apelin receptor APJ, primary screen, CHO-K1 cells, PathHunter beta-arrestin, luminescence. 0% DMSO wells, 100% apelin. activation, % at 20 µM. 330,000 compounds, 0.11% hits;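 active means activation more than six SD over the plate average, tested at 20 µM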;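 further: 0% = DMSO alone and 100% = apelin-13 at 10 nM; some results filed as inactive read as strong as hits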
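Material: engineered CHO-K1 APJ arrestin reporter cells; amount: 1000 CHO-K1 reporter cells seeded per well; incubation: compound stimulation 90 min at 25 °C, detection 60 min; signal: luminescent beta-gal fragment complementation, chemiluminescent substrate; read-out basis: APJ agonist activity; controls: DMSO-only wells as negative, 10 nM Apelin-13 as positive control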
TIM10 inh: growth inhibitors of isogenic TIM10 control yeast, primary screen, counter-screen for tim10-1 yeast inhibitor project, luminescence, uHTS | inhibition, % at 10 µM | 330,000 compounds, 1.4% hits | S. cerevisiae TIM10 strain growth, BacTiter-Glo luminescence, 24 h;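 active means inhibition of 40% or more at the single tested concentration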;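 further: wild-type TIM10 isogenic control strain grown at permissive 25 °C; 0% = DMSO yeast wells and 100% = minimal medium wells without yeast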
CXCR6 block: CXCR6 receptor inhibitors, primary screen, cell-based, beta-arrestin, luminescence, CHO-K1 PathHunter, 1536-well. C-X-C chemokine receptor type 6 (Homo sapiens), O00574. inhibition, % at 20 µM. 360,000 compounds, 0.36% hits; in the data active means inhibition above about 34%, passing the limit was not always enough;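 further: antagonist mode with CXCL16 agonist at 10 nM final; 0% = 10 nM CXCL16 with DMSO and 100% = unstimulated wells without agonist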
Target sequence (O00574 whole entry, looked up): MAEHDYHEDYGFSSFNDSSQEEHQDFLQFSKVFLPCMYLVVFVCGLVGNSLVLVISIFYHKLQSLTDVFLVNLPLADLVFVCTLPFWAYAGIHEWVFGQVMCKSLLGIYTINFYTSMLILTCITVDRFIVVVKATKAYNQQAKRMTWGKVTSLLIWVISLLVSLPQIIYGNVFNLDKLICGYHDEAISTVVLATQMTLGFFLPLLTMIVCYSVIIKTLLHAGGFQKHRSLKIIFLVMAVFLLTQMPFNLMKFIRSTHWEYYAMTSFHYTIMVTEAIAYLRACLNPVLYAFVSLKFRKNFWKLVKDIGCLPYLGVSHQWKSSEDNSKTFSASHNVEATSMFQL
The depositor's hits bear a star. The list is partial, so the mix of outcomes need not match the whole.

No.	Compound	CXCR6 block	APJ antag	APJ agonist	tim23-1 inh	CHOP UPR activ	Mdm2-MdmX inh	tim10-1 inh	TIM10 inh	UPR XBP1 act
1	CC(C)(C)c1ccc(C(=O)Nn2c(CCC(=O)O)ccc2-c2cccs2)cc1	-2	10	0	22	1.2	-11	25	2	0
2	COc1ccc(/C=C2\SC(=S)N(CC(=O)NC3C=CS(=O)(=O)C3)C2=O)cc1 (stereo unspecified)	4	6	3	8	-2.1	5	-12	6	0
3	COC(=O)N1CCCc2cc(C)ccc21	6	-20	-3	0	-0.1	0	5	-7	-1
4	NC(=O)CC(NC(=O)c1ccc(Br)cc1)c1ccc(N2CCN(c3ccc(F)cc3)CC2)c([N+](=O)[O-])c1 (stereo unspecified)	4	12	7	6	-1.1	-8	-10	12	-2
5	O=C(CCNC(=O)c1ccc(Br)cc1)NNC(=O)c1ccccc1O	0	-3	3	6	-0.6	44	-4	-1	2
6	COc1cc2c(C(=O)NC3CCCCCC3)cn(C)c(=O)c2cc1OC	-4	-5	1	9	-1.4	38	6	12	-1
7	CCN(CC(=O)Nc1cc(Cl)ccc1C)C(=O)COc1cccc2c1OC(C)(C)C2	2	-1	6	21	2.6	27	16	8	-5
8	CC(c1ccccc1)C1CC(=O)N(c2ccc([N+](=O)[O-])cc2)C1=O (stereo unspecified)	-3	11	0	6	-2.4	25	3	-3	-2
9	CCOc1ccc(S(=O)(=O)NCCC(=O)NCC(c2cccs2)N(C)C)cc1 (stereo unspecified)	5	3	-4	8	2.9	-2	1	-3	1
10	CCCCN1CNC(=S)N(c2ccc(C(=O)OCC)cc2)C1	-17	0	-4	7	0.4	0	8	12	0
11	Cc1cccc(OCC(O)CNC(=O)c2ccccc2C(=O)O)c1 (stereo unspecified)	-10	12	-3	2	-1.1	-16	8	15	-1
12	Cc1ccn2c(C(=O)CSc3ccc(Cl)cc3)c(C)nc2c1	5	0	-4	16	1.6	10	-2	-14	-1
13	CSCC[C@H](NS(=O)(=O)c1ccc(C)cc1)C(=O)N1CCC(C(=O)N[C@@H](Cc2ccccc2)C(=O)O)CC1	0	-19	-2	16	1.3	-17	7	3	1
14	CC(=O)Nc1cccc(C(=O)OCC(=O)c2ccc3c(c2)OCO3)c1	-12	-7	0	2	-5.8	-132	-13	-8	-8
15	COc1cccc(OCCNC(=O)c2cccc(OC)c2)c1	-4	4	-1	9	1.5	7	5	4	-1
16	O=c1c2cc(N3CCOCC3)ccc2[nH]c(=S)n1CCCN1CCCCC1	-4	-8	0	0	-2.6	14	-11	-6	2
17	CCN(CC)C(=O)c1cc2c(=O)c3cc(Cl)ccc3oc2nc1C	-8	3	-2	-1	3.6	3	16	16	5
18	O=C(CSc1ccc2nnc(-c3ccccn3)n2n1)NCc1ccco1	-4	3	-1	9	0.9	3	-20	4	0
19	CCC(=O)NNc1ncnc2ccccc12	-1	14	-2	10	-0.8	26	12	4	-3
20	CCOC(=O)C(C)Sc1nnc2c3ccccc3n(C)c2n1 (stereo unspecified)	5	-10	-3	23	0.5	3	-6	-20	0
21	Cc1cc(C)cc(NC(=S)N2CCN(CCO)CC2)c1	-5	-4	0	1	-0.1	8	2	-4	-3
22	O=C1CC(C2CCCO2)C(=O)N1c1ccccc1 (stereo unspecified)	-5	8	-3	-7	-0.3	-13	-8	-1	1
23	Cc1ccc(NC(=S)N(CCCN2CCOCC2)Cc2ccco2)cc1Cl	-19	12	-4	8	0.3	11	17	13	-4
24	CCOC(=O)C1CCCN(C(=O)c2ccc(S(=O)(=O)N3CCOCC3)cc2)C1 (stereo unspecified)	-12	7	-5	16	-1.4	-9	7	7	-2
25	Cc1ccc(C)c(OCc2cc(C(=O)N(C)Cc3nccn3C)no2)c1	3	1	-3	6	0.7	-5	-3	0	1
26	COc1ccc(C2C(C#N)=C(N)OC3=C2C(=O)CC(C)(C)C3)cc1Cn1nc(C)c([N+](=O)[O-])c1C (stereo unspecified)	0	-5	-2	10	1.1	0	16	18	-1
27	COCCCNc1nc2c(c(=O)n(Cc3ccc(F)cc3)c(=O)n2C)n1C	12	4	-4	13	-2.2	3	17	-9	-1
28	COc1ccccc1NC(=O)c1sc(Cl)nc1C	-1	20	2	19	0.1	-10	2	-4	-5
29	Cc1ccc(C)c(N2CCN(S(=O)(=O)c3cc4c(cc3Cl)NC(=O)CO4)CC2)c1	1	5	0	-15	0.0	-12	-13	-7	1
30	CCC(C)[C@H]1CNC(=O)C(=O)N1CCCc1cc(OC)c(OC)c(OC)c1 (stereo partly specified)	1	-5	-7	-6	-1.6	6	6	3	-2

Some of these compounds in order of their number in APJ antag, smallest number first.
| No. | mol | APJ antag |
| --- | --- | --- |
| 5 | O=C(CCNC(=O)c1ccc(Br)cc1)NNC(=O)c1ccccc1O | -3 |
| 24 | CCOC(=O)C1CCCN(C(=O)c2ccc(S(=O)(=O)N3CCOCC3)cc2)C1 (stereo unspecified) | 7 |
| 23 | Cc1ccc(NC(=S)N(CCCN2CCOCC2)Cc2ccco2)cc1Cl | 12 |

Remaining list, next part:
No.	Compound	CXCR6 block	APJ antag	APJ agonist	tim23-1 inh	CHOP UPR activ	Mdm2-MdmX inh	tim10-1 inh	TIM10 inh	UPR XBP1 act
31	Cc1ccc(C(=O)NCC(=O)OCCCn2c(=O)[nH]c3ccccc32)cc1	1	2	-8	10	1.5	3	4	2	2
32	CCOC(=O)c1cnc2sccn2c1=O	-6	-7	-7	14	0.5	3	17	6	0
33	CC(=O)c1ccc(OCC(C)C)c(Cc2c(O)nc(N)[nH]c2=O)c1	11	-9	-3	6	-0.8	9	5	-2	0
34	N#Cc1ncc(-c2ccc3c(c2)OCCOCCOCCOCCO3)nc1C#N	3	9	-5	10	2.5	35	11	11	-6
35	NNC(=S)Nc1c(F)cc(F)cc1Br	0	-10	-1	8	1.5	19	25	10	-1
36	CCOC(=O)C1CCCN(C(=O)Nc2cccc(Cl)c2)C1 (stereo unspecified)	-4	3	-1	13	-0.2	19	16	29	-3
37	COc1ccc(-c2nnc(NC(=O)c3ccc(S(=O)(=O)N4CCc5ccccc5C4)cc3)o2)cc1	20	9	-5	12	9.5	42	44*	39	0
38	CC(C)Oc1ccc(C(=O)NC2CCCCC2)cc1	5	-14	1	14	-3.7	-22	4	-23	3
39	C=Cc1ccc(COC(=O)c2cn(CC)c3nc(C)ccc3c2=O)cc1	2	-17	-3	15	-2.1	1	17	-12	-3
40	CCOCCCNC(=O)CN1CCN(S(=O)(=O)c2ccc3c(c2)CCC3)CC1	2	-2	-3	4	0.0	-28	6	11	2
41	Cc1cc(S(=O)(=O)NCCCN2CCOCC2)ccc1F	1	10	-2	-16	-0.6	16	2	-15	3
42	CN(Cc1ccccc1)C(=O)Nc1ccccc1	-2	10	2	-3	0.4	10	18	-10	-2
43	Fc1ccc(OCc2nn3cnnc3s2)cc1	4	-1	-2	6	1.2	8	-2	5	0
44	C=CCn1c(C(C)NC(=O)COC)nc2ccccc21 (stereo unspecified)	-2	0	5	3	-1.0	6	-3	97*	-1

10 entries from above, ordered by length of the SMILES, descending.
No.	Compound	CXCR6 block	APJ antag	APJ agonist	tim23-1 inh	CHOP UPR activ	Mdm2-MdmX inh	tim10-1 inh	TIM10 inh	UPR XBP1 act
37	COc1ccc(-c2nnc(NC(=O)c3ccc(S(=O)(=O)N4CCc5ccccc5C4)cc3)o2)cc1	20	9	-5	12	9.5	42	44*	39	0
40	CCOCCCNC(=O)CN1CCN(S(=O)(=O)c2ccc3c(c2)CCC3)CC1	2	-2	-3	4	0.0	-28	6	11	2
33	CC(=O)c1ccc(OCC(C)C)c(Cc2c(O)nc(N)[nH]c2=O)c1	11	-9	-3	6	-0.8	9	5	-2	0
39	C=Cc1ccc(COC(=O)c2cn(CC)c3nc(C)ccc3c2=O)cc1	2	-17	-3	15	-2.1	1	17	-12	-3
34	N#Cc1ncc(-c2ccc3c(c2)OCCOCCOCCOCCO3)nc1C#N	3	9	-5	10	2.5	35	11	11	-6
41	Cc1cc(S(=O)(=O)NCCCN2CCOCC2)ccc1F	1	10	-2	-16	-0.6	16	2	-15	3
38	CC(C)Oc1ccc(C(=O)NC2CCCCC2)cc1	5	-14	1	14	-3.7	-22	4	-23	3
42	CN(Cc1ccccc1)C(=O)Nc1ccccc1	-2	10	2	-3	0.4	10	18	-10	-2
43	Fc1ccc(OCc2nn3cnnc3s2)cc1	4	-1	-2	6	1.2	8	-2	5	0
32	CCOC(=O)c1cnc2sccn2c1=O	-6	-7	-7	14	0.5	3	17	6	0
